Mito fusion act: inhibitors of mitochondrial division or activators of mitochondrial fusion; hit rate 0.23% among 320,000; S. cerevisiae fusion-defective mutant growth rescue, CellTiterGlo 48 h; Potency, µM (highest dose often 46.1 µM), inactives show at the highest dose growth rescue (activation), hits mostly activators;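 note: potency is the fitted concentration of half-maximal effect; % of control where 0% means no effect; nearly all actives have a fitted effect of over 45% in size; temperature-sensitive fusion mutants such as fzo1-1 at 37 °C on non-fermentable ethanol glycerol medium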
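S. cerevisiae fusion-defective temperature-sensitive mutants (e.g. fzo1-1, mgm1-5) grown 48 h at 37C in YPEG (ethanol/glycerol non-fermentable) medium with 23 nl compound per well; growth rescue read as CellTiterGlo luminescence.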
Menin MLL FP TR: inhibitors of human menin-MLL interaction, mutant MLL peptide; hit rate 0.23% among 270,000; AID 1768; Potency, µM (series often up to 61.6 µM), for the others: at the top dose FP activity change, negative = inhibition, most hits filed as inhibitors; Menin + Texas Red MLL mutant peptide, fluorescence polarization; O00255; active = well fitted inhibition curve with a large enough effect in the polarisation, with a control signal flat, not every such curve was filed as active; inconclusive = small, poorly fitted or top-dose-only effect, or effect the other way, or a change in a side signal; inactive = no such curve, though single readings can be large or run the other way; the % refers to the polarisation; note: potency is the fitted concentration of half-maximal effect; % of control where 0% means no effect; many of its hits are not listed in these tables
VP16 counter: inhibits Gal4-VP16 luciferase reporter, ROR gamma counter-screen; hit rate 3.5% among 310,000; Drosophila S2 Gal4-VP16 UAS-luciferase, luminescence, 20 h; Potency, µM (highest dose often 53.6 µM), inactives show at the top dose activity, negative = inhibition, most hits filed as inhibitors;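 note: Gal4-VP16 expression switched on by copper sulfate through the metallothionein promoter; potency is the fitted concentration of half-maximal effect; % is set by controls: 0 for no effect and ±100 for the full control effect; nearly all actives have a fitted effect of over 50% in size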
NPC1 promoter act: activators of NPC1 promoter | Huh7 NPC1 promoter luciferase reporter, 24 h | Potency, µM (doses to about 9.22 µM), for inactives: at the highest dose activation, actives largely listed as activators | hit rate 2.4% among 320,000 | AID 485313;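 note: potency is the fitted concentration of half-maximal effect; % of control where 0% means no effect; nearly all actives have a fitted effect of over 60% in size; reporter is driven by a mutant NPC1 promoter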
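NPC1 promoter–luciferase Huh7 cells; 24 h compound; luminescence.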
RORgamma inh: inhibitors of mouse ROR gamma transcriptional activity; P51450; Drosophila S2 Gal4-RORgamma UAS-luciferase reporter, 20 h; Potency, µM (titrated, usually from 53.6 µM), inactives show top-dose activity change, negative = inhibition, usual class: inhibitors; hit rate 5.4% among 310,000; AID 2551; note: potency is the fitted concentration of half-maximal effect; % is set by controls: 0 for no effect and ±100 for the full control effect; nearly all actives have a fitted effect of over 60% in size
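Drosophila Schneider cells stably carrying a metallothionein-driven Gal4 DBD–ROR gamma fusion and a UAS-Photinus luciferase reporter were exposed to compound for 1 hr, then induced with copper sulfate (700 uM final) for 20 hr at ambient temperature before luminescence reading.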
FLuc modulator: counter-screen for miR-21 project: firefly luciferase inhibitors or activators. P08659. purified FLuc, Km substrates, luminescence inhibition. Potency, µM (titrated, usually from 57.5 µM), for inactives: at the highest dose activity change, negative = inhibition, usual class: inhibitors. hit rate 6.9% among 360,000;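 note: potency is the fitted concentration of half-maximal effect; plate controls were vehicle for no effect and reference inhibitor for full effect; nearly all actives have a fitted effect of over 55% in size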
Target sequence (P08659 whole entry, looked up): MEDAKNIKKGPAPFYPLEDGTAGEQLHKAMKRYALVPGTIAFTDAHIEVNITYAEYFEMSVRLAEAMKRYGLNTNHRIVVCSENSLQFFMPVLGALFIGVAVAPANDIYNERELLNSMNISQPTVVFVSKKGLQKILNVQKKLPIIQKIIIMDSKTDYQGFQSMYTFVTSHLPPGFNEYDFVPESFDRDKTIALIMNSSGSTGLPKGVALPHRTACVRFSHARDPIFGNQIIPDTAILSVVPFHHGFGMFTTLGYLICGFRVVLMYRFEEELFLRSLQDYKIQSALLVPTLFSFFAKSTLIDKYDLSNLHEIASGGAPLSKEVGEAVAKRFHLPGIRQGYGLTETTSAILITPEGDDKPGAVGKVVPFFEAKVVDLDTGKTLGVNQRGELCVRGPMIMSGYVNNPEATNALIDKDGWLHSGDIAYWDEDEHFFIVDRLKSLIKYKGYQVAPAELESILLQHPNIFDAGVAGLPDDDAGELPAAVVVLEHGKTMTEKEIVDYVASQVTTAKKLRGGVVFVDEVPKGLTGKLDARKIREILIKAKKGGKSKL
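Biochemical qHTS of compounds, final roughly 60 µM downward over six points, against 10 nM purified firefly luciferase using Km concentrations of substrates (10 uM D-luciferin, 10 uM ATP) in Tris acetate pH 7.5 buffer; luminescence output.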
ELG1 DNA repair: inhibitors of ELG1-dependent DNA repair in HEK293T cells. HEK293T ELG1-luciferase reporter, luminescence, 16 h; DNA damage induced by 5-fluorouridine. Potency, µM (doses to about 46.1 µM), for inactives: at the top dose activity change, negative = inhibition, hits mostly inhibitors. hit rate 2.3% among 330,000. AID 504467; note: potency is the fitted concentration of half-maximal effect; % is set by controls: 0 for no effect and ±100 for the full control effect; nearly all actives have a fitted effect of over 55% in size
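Quantitative HTS, concentration-response format. 2,000 cells/well co-treated with 5-fluorouridine and compound, 16 hr in 5% CO2 at 37 °C; ONE-Glo luminescence read after 30 min.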
MBNL1 CUG block: blocks human MBNL1 binding to CUG repeat RNA | TR-FRET MBNL1-His/biotin-(CUG)12 binding, 665/545 ratio | Potency, µM (doses to about 57.5 µM), inactives show at the highest dose activity change, negative = inhibition, most hits filed as inhibitors | hit rate 0.036% among 280,000; active = well fitted inhibition curve with a large enough effect in the signal ratio, with a control signal flat, not every such curve was filed as active; inconclusive = small, poorly fitted or top-dose-only effect, or effect the other way, or a change in a side signal; inactive = no such curve, though single readings can be large or run the other way; the % refers to the signal ratio; note: potency is the fitted concentration of half-maximal effect; % is set by controls: 0 for no effect and ±100 for the full control effect
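His-tagged MBNL1 binding to biotinylated (CUG)12 RNA was measured by TR-FRET using terbium anti-His antibody (0.055 ng/ul final) and streptavidin-XL665 (5 nM final). Compounds were titrated 92 nM to 58 uM; 60 min at room temperature.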
PKM2 activator: PKM2 (human) enzyme activation; P14618; purified PKM2, Kinase-Glo ATP luminescence, activation; response scale: 0% is enzyme alone, no compound; Potency, µM (top dose mostly 57.5 µM), without a hit: top-dose activation, most hits filed as activators; hit rate 0.34% among 260,000; AID 1631; note: potency is the fitted concentration of half-maximal effect; % is set by controls: 0 for no effect and ±100 for the full control effect; nearly all actives have a fitted effect of over 55% in size
Target sequence (P14618 whole entry, looked up): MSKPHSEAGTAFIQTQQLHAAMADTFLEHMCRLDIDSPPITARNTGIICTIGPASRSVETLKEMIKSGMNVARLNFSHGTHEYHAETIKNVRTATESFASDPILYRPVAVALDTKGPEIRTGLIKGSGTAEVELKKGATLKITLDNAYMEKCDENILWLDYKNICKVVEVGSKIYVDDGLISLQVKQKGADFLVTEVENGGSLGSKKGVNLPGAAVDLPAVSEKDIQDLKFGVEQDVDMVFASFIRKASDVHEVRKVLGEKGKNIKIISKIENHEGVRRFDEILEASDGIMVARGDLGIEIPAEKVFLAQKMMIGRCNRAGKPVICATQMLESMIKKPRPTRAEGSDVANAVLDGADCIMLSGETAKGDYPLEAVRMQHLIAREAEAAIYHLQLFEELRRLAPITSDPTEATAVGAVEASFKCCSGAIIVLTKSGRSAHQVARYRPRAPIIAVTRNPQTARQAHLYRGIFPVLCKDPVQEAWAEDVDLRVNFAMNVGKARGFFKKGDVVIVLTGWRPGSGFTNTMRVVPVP
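ATP formation by purified human PK-M2, quantified via coupled luciferase luminescence after 1 h at room temperature with 0.1 mM ADP and 0.5 mM PEP final.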
Rab9 promoter act: activators of Rab9 promoter | Huh7 Rab9 promoter-luciferase reporter, luminescence, 24 h | Potency, µM (top dose mostly 9.22 µM), inactives show at the highest dose activation, negative = inhibition, usual class: activators | hit rate 2.8% among 320,000 | AID 485297; note: potency is the fitted concentration of half-maximal effect; % of control where 0% means no effect; nearly all actives have a fitted effect of over 60% in size
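Cell-based reporter: Huh7 stable for Rab9 promoter-driven luciferase, plated in reduced-serum medium with 10% FBS at 1500 cells/well, compound-treated 24 h at 37 °C, luminescence read after 10 min reagent.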
KCNH2 3.1 block: KCNH2 3.1 (human) potassium channel inhibition; U2OS KCNH2 3.1, thallium flux FluxOr; active compounds read low; activity change, % (tested at about 1.8 µM); hit rate 0.95% among 340,000; AID 720553;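 active = maximum activity change below -70%; inconclusive = maximum activity change from -70% to -50%; inactive = maximum activity change above -50%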;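 note: thallium influx rate constant from kinetic fluorescence after stimulation buffer; % is set by controls: 0 for no effect and ±100 for the full control effect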
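U2OS cells transduced with KCNH2 3.1 mutant virus (1.77 x 10^8 /mL, 4 h), plated overnight at 37 C, loaded 45 min with FluxOr dye plus Red40 quencher. Thallium flux rate constant from kinetic reads after stimulation buffer, normalised to controls.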
Starred values were filed as active, the others as inactive; u = inconclusive; x = not tested or not shown; [ ] = remark or other dose. Unless noted, calls come from the whole dose curve; as a rule, active = well fitted curve in the direction sought with a large enough effect; inconclusive = small, poorly fitted or top-dose-only effect, or another doubt; inactive = no such curve, though single readings can be large; an effect the other way counts as inactive or inconclusive. A portion of the library; count on the stated rates, not on these rows.

SMILES | Mito fusion act | Menin MLL FP TR | VP16 counter | NPC1 promoter act | RORgamma inh | FLuc modulator | ELG1 DNA repair | MBNL1 CUG block | PKM2 activator | Rab9 promoter act | KCNH2 3.1 block
Cc1ccc(CNC(=O)NC2CCCCC2)cc1 | 0% | 2% | 5% | 27% | 30% | u | u | -5% | -2% | u | 3
N#CC1(c2ccccc2)CCN(S(=O)(=O)c2ccc(OC(F)(F)F)cc2)CC1 | -8% | u | -9% | -4% | 1% | 0% | u | -6% | x | 1% | 0
COc1cc(/C(C)=N/NC(=O)CSc2nncn2C)ccc1OCc1ccccc1Cl | 26% | 2% | 3% | 2% | u | u | u | x | 10% | 6% | 10
COc1ccc(N/N=C(\C=N\O)C(=O)c2ccc(OC)cc2)cc1 | 21% | u | 6% | -9% | 15% | 1% | u | 16% | 4% | -16% | x
CC1=C(C(=O)N2CCOCC2)C(c2ccsc2)C2=C(CCCC2=O)N1 (stereo unspecified) | -2% | 2% | -5% | -1% | -21% | 1% | -2% | -4% | -1% | 2% | -14
CN(C(=O)c1ccc(S(=O)(=O)NC2CCCC2)cc1)C1CCCCC1 | 5% | 10% | -7% | 0% | 9% | -1% | 1% | 0% | -14% | -2% | -4
CCC(C)(C)NC(=O)c1sccc1Oc1ccc(F)cc1[N+](=O)[O-] | -6% | -12% | -1% | 20% | 18% | 4% | u | x | 1% | -3% | -16
Cc1c(C(=O)O)oc2c1/C(=N\O)CC(C)(C)C2 | 3% | 3% | -14% | -1% | 2% | -4% | 24% | 2% | -16% | -1% | 0
CCCc1ccc(OCCNC(C)=O)cc1 | -4% | -2% | 27% | 8% | u | -6% | u | 0% | 1% | -2% | -9
c1ccc(Cn2c(-c3ccccc3)c[n+]3c2SCCC3)cc1 | -1% | x | -10% | -19% | 41% | 1% | 13µM* | 1% | 4% | -32%[inhibitor] | -25
COc1ccc(S(=O)(=O)N2CCOC23CCN(S(=O)(=O)c2ccc(F)cc2C)CC3)cc1 | 16% | x | x | -1% | x | 0% | -7% | x | x | -1% | -11
C=CCn1c(SCc2csc(-c3ccc(C)cc3)n2)nnc1-c1ccccc1OC | 21% | -12% | u | -1% | u | 21µM* | -4% | -10% | 7% | 2% | -3
COc1ccc(NC(=O)CSc2nnc3c4c(nc(-c5ccccc5)n23)CC(C)(C)OC4)cc1 | 1% | -1% | -1% | -7% | 28% | -2% | 18µM* | x | -4% | -5% | -6
O=C(NCc1ccc2c(c1)OCO2)C1CCN(c2ccc(S(=O)(=O)N3CCCC3)cc2)CC1 | 8% | -9% | -11%[0.365 µM] | 2% | 28% | -2% | u | 14% | -16% | -4% | -2
COc1ccc2oc(C(=O)N3CCN(C(=O)c4ccco4)CC3)c(C)c2c1 | -3% | x | x | 1% | x | -11% | -29% | x | x | -1% | -3
O=S1(=O)CC=C(CSc2nc3ccccc3[nH]2)C1 | 3% | 9% | 18% | 4% | -3% | 5% | 2% | -2% | 5% | 7% | -6
CCOC(=O)N1CCN(C(c2ccc(F)cc2)c2sc3nc(C)nn3c2O)CC1 (stereo unspecified) | 3% | -3% | -13% | -1% | -7% | 2% | 15% | 7% | -4% | 2% | 4
CCC(C)(C(=O)Nc1ccccc1C)N(C(=O)CNC(C)=O)c1ccc(C)cc1 (stereo unspecified) | -20% | 4% | 7% | -3% | 3% | 6% | 0% | 14%[11.5 µM] | 4% | -4% | 2
COc1ccccc1C(=O)NCC(=O)OCC(=O)Nc1cccc(S(=O)(=O)N2CCCCCC2)c1 | 5% | 10% | 10% | -3% | 18% | u | 5% | -6% | 2% | 0% | -3
COCCNC(=O)CC(=O)N/N=C/c1ccc(C(=O)OC)cc1 | 0% | 12% | 3% | 0% | -2% | 4% | 9% | u | 0% | 3% | 3
CCCCCCn1c(CN2CCN(Cc3ccccc3)CC2)nc2c1c(=O)n(C)c(=O)n2C | 7% | -10% | -2%[0.365 µM] | 1% | 13% | 0% | u | u | 8% | -9% | -41
CCC(=O)Nc1ccc(C(=O)CN2CCC(C)CC2)cc1 | 1% | 0% | 0% | -4% | -5% | 0% | 10% | -6% | 4% | -2% | x
Cc1nn(Cc2n[nH]c(=S)n2Cc2ccccc2)c(C)c1Cl | -10% | -18% | 20µM* | 1% | 5.6µM* | 5% | u | -12% | 3% | 1% | x
CC(=O)c1cccc(NC(=O)[C@@H](NC(N)=O)C(C)C)c1 | 4% | -20% | -4% | -1% | 8% | -2% | 5% | -4% | 2% | 2% | -11
CCOc1ccccc1NC(=O)COC(=O)c1c[nH]c2ccccc12 | -3% | x | x | -27% | x | 0% | -13% | x | x | -23% | -9
COc1ccc(/C=C(\C#N)C(=O)Nc2ccccn2)cc1 | -4% | -9% | 21% | -8% | 25% | 2.1µM* | 14% | 7% | x | -7% | 8
COc1cc(OC)c2cc(C(=O)N/N=C/c3cccc(OC)c3O)[nH]c2c1 | 2% | x | 4.5µM* | -34%[inhibitor] | 2.2µM* | u | u | 0% | -1% | -30%[inhibitor] | 10
COc1ccc2cc(C(=O)C3CCCN(C(=O)c4cnn(C(C)C)c4)C3)ccc2c1 (stereo unspecified) | 11% | 3% | 12% | 1% | 11% | -20% | 10% | 27% | x | 0% | -5
CCOC(=O)c1c(C=O)c2sc(C)cc2n1C | 1% | 1% | -6% | 0% | -24% | u | u | u | x | 23% | -19
Clc1ccc(Sc2oc(/C=N/n3cnnc3)cc2Br)cc1 | 13% | 1% | -1% | 0% | 6% | -1% | 7% | 10% | 0% | -8% | 1
C#CCCOC(=O)N1C2=NC(C(=O)OC)=C(C(=O)OC)[C@@H]3N(Cc4ccccc4)c4ccccc4[C@]23C[C@H]1C(=O)OC | 7% | -18%[11.7 µM] | -9% | 0% | 27% | 0% | -4% | 9% | -7%[11.5 µM] | -6% | -136*
O=C1OCCN1C(=O)[C@H]1[C@H](c2ccc(Cl)cc2)C(c2ccccc2)=NN1c1ccccc1 | x | u | -1% | x | -9% | x | -18% | x | x | x | -15
O=C(Nc1nccs1)c1ccc(-c2ccccc2[N+](=O)[O-])o1 | -2% | u | u | 2.8µM* | u | 4.3µM* | u | u | -1% | 2µM* | 0
Cc1cccc(NC(=O)c2cc(S(=O)(=O)NCc3ccco3)ccc2F)c1C | -2% | 0% | -5% | -3% | 31% | 1% | u | -12% | -1% | -4% | 3
CCOC(=O)c1sc2ncnc(N3CCN(C)CC3)c2c1C | 4% | -5% | -25%[10 µM] | -2% | -1% | 0% | 19% | u | 0% | -1%[1.84 µM] | 7
C=CCn1c2ccccc2c2nnc(SC(CC)C(=O)Nc3nc(C)c(C(=O)OCC)s3)nc21 (stereo unspecified) | 0% | 2% | -3% | 1% | -6% | 2% | u | 3% | 2% | -4% | u
CCOC(=O)c1sc(Nc2nc(C)cc(OC)n2)nc1C | -9% | -4% | 5% | 1% | 2% | 3% | -20% | 1% | 3% | -12% | 0
CC(=O)N1c2ccc(S(=O)(=O)N3CCCC(C(=O)NCc4ccccc4Cl)C3)cc2CC1C (stereo unspecified) | -2% | -17% | -7% | -3% | 7% | -1% | u | -1% | 2%[0.46 µM] | -8% | -21
O=C(N/N=C\c1c(O)ccc2ccccc12)c1cncc(Br)c1 | -2% | u | 4.5µM* | -32%[inhibitor] | 5µM* | u | u | 3% | 0%[11.5 µM] | -39%[inhibitor] | -22
CCn1c(SCC(=O)N2CCCC(C)C2)nnc1-c1ccco1 (stereo unspecified) | -3% | -11% | 4% | -3% | 26% | 1% | 14% | -2% | x | 0% | 6
Cn1c(NCC(O)CO)nc2c1c(=O)n(Cc1ccc(Cl)c(Cl)c1)c(=O)n2C (stereo unspecified) | -2% | 24% | -7% | -5% | 35% | 1% | -13% | -10% | 19% | -6% | -10
